HCV inh: HCV inhibition. Huh7.5.1 HCVcc-Cre infection, luciferase reporter, 44 h. Potency, µM (series often up to 41.8 µM), for inactives: at the highest dose activity change, negative = inhibition, usual class: inhibitors. 340,000 compounds, 3.4% hits; note: potency is the fitted concentration of half-maximal effect
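Luciferase read-out (15 sec integration) after a 15 min room-temperature substrate step quantifies HCVcc-Cre infection. Cells, 1,000 per well, had compound added 4 h post-plating, then virus at ~0.5 moi, and were cultured 44 h.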
Sm TGR block: blocks Schistosoma mansoni thioredoxin glutathione reductase | Q962Y6 | purified TGR, DTNB reduction, TNB absorbance 405 nm | Potency, µM (series often up to 114 µM), for the others: top-dose activity change, negative = inhibition, usual class: inhibitors | 360,000 compounds, 3% hits; note: potency is the fitted concentration of half-maximal effect; nearly all actives have a fitted effect of over 60% in size
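Kinetic colorimetric format: TGR-catalysed, NADPH-driven DTNB reduction monitored via TNB absorbance. Enzyme dispensed at 20 nM; compound exposure 15 min at room temperature before reaction start.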
HCMV antiviral: human cytomegalovirus inhibition. 410,000 compounds, 4.5% hits. HFF cells, HCMV-luciferase reporter, 72 h; stronger effect = lower value. activity change, negative = inhibition, % at 57.5 µM; in the data active = activity change below about -60%; inconclusive = no clear call, values can overlap the other calls; inactive = above about -39%
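Compounds were evaluated in HFFs infected with an HCMV luciferase reporter virus (MOI 1 PFU/cell). Luciferase in lysates collected 72 h post infection served as the replication measure.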
AmpC no deterg: blocks E. coli AmpC beta-lactamase in detergent-free assay; AmpC nitrocefin hydrolysis, absorbance 480 nm, 0.0001% Triton; Potency, µM (top dose mostly 57.1 µM), inactives show at the highest dose activity change, negative = inhibition, actives largely listed as inhibitors; P00811; AID 485341; 330,000 compounds, 0.52% hits;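 note: potency is the fitted concentration of half-maximal effect; plate controls were no compound for no effect and no enzyme for full effect; nearly all actives have a fitted effect of over 20% in size; some results filed as inactive show a strong effect at the top dose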
Target sequence (P00811 whole entry, looked up): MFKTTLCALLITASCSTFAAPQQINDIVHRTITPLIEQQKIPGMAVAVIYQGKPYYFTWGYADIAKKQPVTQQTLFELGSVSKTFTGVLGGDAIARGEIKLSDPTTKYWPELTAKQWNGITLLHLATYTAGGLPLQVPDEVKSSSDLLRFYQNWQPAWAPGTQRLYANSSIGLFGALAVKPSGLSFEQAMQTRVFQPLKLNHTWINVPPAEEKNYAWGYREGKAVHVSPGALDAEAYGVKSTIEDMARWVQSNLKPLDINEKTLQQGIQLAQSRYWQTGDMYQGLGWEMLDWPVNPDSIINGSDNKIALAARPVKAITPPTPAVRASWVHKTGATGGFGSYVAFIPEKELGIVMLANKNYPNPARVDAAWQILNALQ
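20 mM phosphate pH 7.0 + 0.01% (detergent screen) or 0.0001% Triton X-100; 5.3 nM AmpC reagent; cpd preinc 15 min RT; nitrocefin (800 uM stock) to start; A480 q20 s × 4 min; Activity was normalised to no-enzyme and no-compound control wells.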
AmpC inh detg: blocks E. coli AmpC beta-lactamase in detergent assay. Potency, µM (titrated, usually from 114 µM), without a hit: at the highest dose activity change, negative = inhibition, hits mostly inhibitors. P00811. 370,000 compounds, 0.041% hits. AmpC hydrolysis of nitrocefin, absorbance 480 nm, 0.01% Triton;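 note: potency is the fitted concentration of half-maximal effect; 0% = no-compound wells and -100% = no-enzyme wells; nearly all actives have a fitted effect of over 25% in size; some results filed as inactive show a strong effect at the top dose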
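AmpC (5.3 nM in the dispensed reagent) in 20 mM phosphate pH 7.0 with 0.01% (detergent screen) or 0.0001% Triton X-100 was preincubated with compounds for 15 min at room temperature. Nitrocefin was then added from an 800 uM solution, and hydrolysis was followed at 480 nm.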
FBPA Giardia inh: inhibitors of Giardia lamblia fructose-1,6-bisphosphate aldolase | Potency, µM (top dose mostly 59.6 µM), for the others: at the top dose activity, negative = inhibition, usual class: inhibitors | 290,000 compounds, 0.71% hits | purified Giardia FBPA | A8B2U2; note: potency is the fitted concentration of half-maximal effect; nearly all actives have a fitted effect of over 55% in size
Target sequence (A8B2U2 whole entry, looked up): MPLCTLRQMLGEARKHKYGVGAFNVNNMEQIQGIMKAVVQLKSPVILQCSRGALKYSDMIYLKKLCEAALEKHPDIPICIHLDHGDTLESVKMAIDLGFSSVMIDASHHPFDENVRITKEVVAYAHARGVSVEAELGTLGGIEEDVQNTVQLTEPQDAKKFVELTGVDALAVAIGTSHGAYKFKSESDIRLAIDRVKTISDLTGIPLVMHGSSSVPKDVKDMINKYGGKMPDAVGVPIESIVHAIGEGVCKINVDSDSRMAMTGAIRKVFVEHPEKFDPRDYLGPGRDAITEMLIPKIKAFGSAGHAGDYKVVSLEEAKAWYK
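Giardia FBPA (40 nM reagent) was preincubated 10 min at RT with compound (up to 57.5 uM final), then substrate plus GAPDH/TPI/NAD/arsenate coupling system with diaphorase/resazurin was added; resorufin fluorescence (525/598 nm) was read after 20 min.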
* = called active by the depositor; & = joins results of further samples; [ ] = dose if it differs, or a comment. Unless noted, calls come from the whole dose curve; as a rule, active = well fitted curve in the direction sought with a large enough effect; inconclusive = small, poorly fitted or top-dose-only effect, or another doubt; inactive = no such curve, though single readings can be large; an effect the other way counts as inactive or inconclusive. Unless noted, % is set by controls: 0 for no effect and ±100 for the full control effect.

Screening Cc1ccccc1C(=O)NC1CCS(=O)(=O)C1 (centres undefined) returned HCV inh 1%, Sm TGR block 2%, HCMV antiviral 31, AmpC no deterg -4%, AmpC inh detg -5% and FBPA Giardia inh 2%.
For CC(OC(=O)Cn1cnc2ccccc2c1=O)C(=O)NCc1ccccc1 (centres undefined) the results were HCV inh 19%, Sm TGR block 0%, HCMV antiviral -14, AmpC no deterg -7% and AmpC inh detg -15%.
`Cc1ccc(OCC(=O)N(Cc2ccc(N(C)C)cc2)C2CCS(=O)(=O)C2)cc1` (centres undefined) gave HCV inh -14%, Sm TGR block inconclusive, HCMV antiviral -21, AmpC no deterg 38%, AmpC inh detg -14% and FBPA Giardia inh -6%.
`CCOc1ccc(-c2nonc2NC(=O)c2ccccc2C)cc1` gave Sm TGR block 2%, HCMV antiviral inconclusive and AmpC inh detg 19%.
CCC1CCc2sc(C(=O)NCC3CCCO3)cc2C1 (centres undefined) was read as HCV inh -13%, Sm TGR block -5%, HCMV antiviral 52, AmpC no deterg -1% and AmpC inh detg -8%.
Screening Cc1cccc(NC(=O)c2cnccn2)c1 returned HCV inh -6%, Sm TGR block inconclusive, HCMV antiviral 8, AmpC no deterg -7%, AmpC inh detg -13% and FBPA Giardia inh 4%.
Screening O=C(Nc1ccc(N2CCOCC2)cc1)c1c(F)cccc1Cl returned HCV inh -21%, Sm TGR block 1%, HCMV antiviral inconclusive, AmpC no deterg -6%, AmpC inh detg -1% and FBPA Giardia inh -5%.
`Cc1ccc(NC(=O)COC(=O)c2ccco2)cc1` gave HCV inh 3%, Sm TGR block 0%, HCMV antiviral 15, AmpC no deterg -13%, AmpC inh detg 1% and FBPA Giardia inh -8%.
Screening CCOc1ccc2nc(Cl)c(C3CC(c4ccc(OC)cc4)=NN3S(C)(=O)=O)cc2c1 (centres undefined) returned Sm TGR block -2%, HCMV antiviral 24 and AmpC inh detg 2%.
`O=C(COC(=O)/C=C/c1ccc(S(=O)(=O)N2CCOCC2)cc1)NCc1ccc(F)cc1` gave HCV inh -21%, Sm TGR block -6%, HCMV antiviral -35, AmpC no deterg -2%[11.4 µM], AmpC inh detg inconclusive and FBPA Giardia inh 3%.
`CC(=O)N1CCc2cc(S(=O)(=O)CCC(=O)Nc3cccc(F)c3)ccc21` gave HCV inh -7%, Sm TGR block -12%, HCMV antiviral -16, AmpC no deterg -15%, AmpC inh detg -2% and FBPA Giardia inh 5%.
Screening COC(=O)C1=C(c2cccc(Cl)c2)C[C@@H]2CC[C@H]1N2C(=O)NCC1CC1 returned HCV inh 12%, Sm TGR block -8%, HCMV antiviral 14, AmpC no deterg 19% and AmpC inh detg -1%.
CC(C)(C)SC(=O)C[C@@H]1NS(=O)(=O)OC2CCCCC21 (some centres undefined) was read as HCV inh 13%, Sm TGR block -9%, HCMV antiviral 40, AmpC no deterg -20%, AmpC inh detg inconclusive and FBPA Giardia inh 9%.
O=C(Nc1ncc([N+](=O)[O-])s1)C1CC(=O)N(c2ccc(F)cc2)C1 (centres undefined) was read as HCV inh 6%, Sm TGR block -12%, HCMV antiviral 58, AmpC no deterg -37%, AmpC inh detg 1% and FBPA Giardia inh 2%.
Screening O=C(/C=C/c1ccc(OCc2cccc(Cl)c2)cc1)N1CCOCC1 returned HCV inh -22%, Sm TGR block 0%, HCMV antiviral -23, AmpC no deterg -8%, AmpC inh detg 1% and FBPA Giardia inh 6%.
`O=C(C1=NN(c2ccccc2)C2C(=O)N(c3ccccc3)C(=O)C12)c1ccccc1` (centres undefined) gave HCV inh -1%, Sm TGR block 8%, HCMV antiviral -12, AmpC no deterg -25%, AmpC inh detg 0% and FBPA Giardia inh -3%.
Screening Cc1cccc(NC(=O)N2CCC(NC(=O)c3ccco3)CC2)c1 returned HCV inh 9%, Sm TGR block 4%[57.1 µM], HCMV antiviral -33, AmpC no deterg 3%, AmpC inh detg -4% and FBPA Giardia inh -1%.
For Clc1ccc(-c2cn(-c3ccc(Cl)cc3)c3[n+]2CCCCC3)cc1 the results were HCV inh 1%, Sm TGR block -1%, HCMV antiviral inconclusive, AmpC no deterg -6%, AmpC inh detg 2% and FBPA Giardia inh 2%.
For O=C(COC(=O)c1n[nH]c2ccccc12)NC(=O)NCc1ccco1 the results were HCV inh -8%, Sm TGR block -32%, HCMV antiviral 23, AmpC no deterg -26%, AmpC inh detg -3% and FBPA Giardia inh 7%.
`CCCCOC(=O)c1ccc(NC(=O)CSc2nnnn2C)cc1` gave HCV inh 4%, Sm TGR block 2%, HCMV antiviral -29, AmpC no deterg -6%, AmpC inh detg -3% and FBPA Giardia inh -1%.

For reference, some entries already given:
O=C(Nc1ncc([N+](=O)[O-])s1)C1CC(=O)N(c2ccc(F)cc2)C1 (centres undefined) was read as HCV inh 6%, Sm TGR block -12%, HCMV antiviral 58, AmpC no deterg -37%, AmpC inh detg 1% and FBPA Giardia inh 2%.
Screening O=C(/C=C/c1ccc(OCc2cccc(Cl)c2)cc1)N1CCOCC1 returned HCV inh -22%, Sm TGR block 0%, HCMV antiviral -23, AmpC no deterg -8%, AmpC inh detg 1% and FBPA Giardia inh 6%.
`O=C(C1=NN(c2ccccc2)C2C(=O)N(c3ccccc3)C(=O)C12)c1ccccc1` (centres undefined) gave HCV inh -1%, Sm TGR block 8%, HCMV antiviral -12, AmpC no deterg -25%, AmpC inh detg 0% and FBPA Giardia inh -3%.
Screening Cc1cccc(NC(=O)N2CCC(NC(=O)c3ccco3)CC2)c1 returned HCV inh 9%, Sm TGR block 4%[57.1 µM], HCMV antiviral -33, AmpC no deterg 3%, AmpC inh detg -4% and FBPA Giardia inh -1%.
For Clc1ccc(-c2cn(-c3ccc(Cl)cc3)c3[n+]2CCCCC3)cc1 the results were HCV inh 1%, Sm TGR block -1%, HCMV antiviral inconclusive, AmpC no deterg -6%, AmpC inh detg 2% and FBPA Giardia inh 2%.
For O=C(COC(=O)c1n[nH]c2ccccc12)NC(=O)NCc1ccco1 the results were HCV inh -8%, Sm TGR block -32%, HCMV antiviral 23, AmpC no deterg -26%, AmpC inh detg -3% and FBPA Giardia inh 7%.
`CCCCOC(=O)c1ccc(NC(=O)CSc2nnnn2C)cc1` gave HCV inh 4%, Sm TGR block 2%, HCMV antiviral -29, AmpC no deterg -6%, AmpC inh detg -3% and FBPA Giardia inh -1%.

Further compounds
Screening Cn1ccnc1SCC(=O)Nc1ccc2c(c1)OCCO2 returned HCV inh -1%, Sm TGR block -4%, HCMV antiviral 147, AmpC no deterg -12% and AmpC inh detg 3%.
`CC(OC(=O)/C=C/c1ccc(Br)cc1)C(=O)N1CCOCC1` (centres undefined) gave HCV inh 6%, Sm TGR block 7%, HCMV antiviral -24, AmpC no deterg 2% and AmpC inh detg -13%.
Screening O=C(Nc1ccc(-c2nc3ccccc3o2)c(O)c1)c1cc(Cl)ccc1Cl returned Sm TGR block -7%, HCMV antiviral -4 and AmpC inh detg 12%.
Screening CCOc1ccccc1Nc1nnc(-c2cc3cc(Cl)ccc3oc2=O)s1 returned Sm TGR block 3%, HCMV antiviral 8 and AmpC inh detg 9%.
Screening COc1ccc(-c2ccc(CNCCCN3CCOCC3)o2)cc1Cl returned HCV inh 11µM*, HCMV antiviral -32, AmpC no deterg 17%, AmpC inh detg 3% and FBPA Giardia inh -12%.
For Cc1ccc(S(=O)(=O)NCC(=O)OCN2C(=O)c3ccccc3C2=O)cc1 the results were HCV inh 2%, Sm TGR block 0%, HCMV antiviral 27, AmpC no deterg -8%, AmpC inh detg -21% and FBPA Giardia inh 3%.
`Cc1cc(C)nc(NNS(=O)(=O)c2c(F)cc(F)cc2Br)n1` gave HCV inh 26%, HCMV antiviral -1 and AmpC no deterg -22%.
Screening O=C(CCC1CCCCC1)Nc1nnc(C(F)(F)F)s1 returned HCV inh 1%, Sm TGR block 4%, HCMV antiviral 16, AmpC no deterg -26%, AmpC inh detg -13% and FBPA Giardia inh -30%.
For O=C(Nc1ncccc1Cl)c1ccc2c(c1)OCCO2 the results were HCV inh 2%, Sm TGR block 5%, HCMV antiviral 87, AmpC no deterg 1%, AmpC inh detg 2% and FBPA Giardia inh -1%.
CCC(C)N1CC(O)=C(c2nc3ccccc3[nH]2)C1=N (centres undefined) was read as HCV inh 1%, Sm TGR block -1%, HCMV antiviral 39, AmpC no deterg -15%, AmpC inh detg -21% and FBPA Giardia inh -5%.
`CC(CNC(=O)CN1C(=O)CCSc2ccccc21)c1ccccc1` (centres undefined) gave HCV inh 3%, Sm TGR block -6%, HCMV antiviral -25, AmpC no deterg 47%, AmpC inh detg -2% and FBPA Giardia inh 16%.
Screening COCCN(C(=O)CNC(=O)c1ccco1)C(C(=O)NC1CCCC1)c1cccc(OC)c1 (centres undefined) returned HCV inh 6%, Sm TGR block -2%, HCMV antiviral -26, AmpC no deterg 8%, AmpC inh detg -11% and FBPA Giardia inh 1%.
CCN(CC(=O)Nc1ccc(NC(C)=O)cc1)C(=O)/C=C/c1cn(-c2ccccc2)nc1-c1ccc(C)cc1 was read as HCV inh inconclusive, Sm TGR block 0%, HCMV antiviral -37, AmpC no deterg 136%[activator] and AmpC inh detg 3%.
For COc1ccc(N2CCN(C(=O)COC(=O)CNC(=O)c3ccc(Cl)cc3Cl)CC2)cc1 the results were HCV inh 10%, Sm TGR block -11%, HCMV antiviral -22, AmpC no deterg 132%[activator] and AmpC inh detg 3%.
`O=C(Nc1ccccc1C(=O)Nc1cccnc1)c1ccccc1` gave HCV inh -17%, Sm TGR block 12%, HCMV antiviral -23, AmpC no deterg -13%, AmpC inh detg -1% and FBPA Giardia inh 0%.
`CCS(=O)(=O)NCCc1ccc(OC)c(OC)c1` gave HCV inh -1%, Sm TGR block -7%, HCMV antiviral 3, AmpC no deterg -16%, AmpC inh detg -3% and FBPA Giardia inh 5%.
Screening Cc1ccc(-c2ccc(=O)n(CC(=O)NCCN(CC(C)C)CC(C)C)n2)cc1 returned HCV inh -4%, Sm TGR block -15%, HCMV antiviral -20, AmpC no deterg 4%, AmpC inh detg -1% and FBPA Giardia inh 14%.
For CC(C)c1ccc(/C=C(\C#N)c2nc(-c3ccc(O)cc3)cs2)cc1 the results were Sm TGR block -1%, HCMV antiviral -87* and AmpC inh detg 3%.
For COc1ccc(OC)c(Nc2nc(C3CC3)nc3c2nnn3Cc2ccccc2)c1 the results were HCV inh inconclusive, Sm TGR block 8%, HCMV antiviral -2, AmpC no deterg -4% and AmpC inh detg inconclusive.
`CCOC(=O)C1=C(O)C(=O)N(Cc2ccccc2)C1` gave HCV inh 6%, Sm TGR block 6%, HCMV antiviral -20, AmpC no deterg -19%, AmpC inh detg inconclusive and FBPA Giardia inh 2%&-24%.
For Fc1cccc2sc(Nc3nc4cc5c(cc4s3)OCCO5)nc12 the results were HCV inh 9%, Sm TGR block -16%, HCMV antiviral 21, AmpC no deterg -15%, AmpC inh detg 1% and FBPA Giardia inh 14%.
Screening CCOc1ccc(NC(=O)c2ccc(NC(=O)c3ccccc3Br)cc2)cc1 returned HCV inh 5µM*, Sm TGR block -1%, HCMV antiviral -16, AmpC no deterg -29% and AmpC inh detg -18%.
